PTAP TSG101 blk: blocks PTAP/TSG101 interaction to inhibit HIV-1 budding; Q99816; Fluorescence polarization, FITC-PTAP peptide / Tsg101 binding; Potency, µM (titrated, usually from 115 µM), for the others: at the top dose activity change, negative = inhibition, usual class: inhibitors; 340,000 tested, under 10 active; AID 493005; active = well fitted inhibition curve with a large enough effect in the main read-out, with a control signal flat, not every such curve was filed as active; inconclusive = small, poorly fitted or top-dose-only effect, or effect the other way, or a change in a side signal; inactive = no such curve, though single readings can be large or run the other way; also: potency is read from the fitted curve at half-maximal effect; % of control where 0% means no effect
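Compounds were pin-transferred onto Tsg101 binding domain (10 uM final) in HEPES pH 7.5 buffer, then FITC-PTAP peptide was added at 50 nM final. After 20 min at RT, polarization reported peptide displacement across a qHTS concentration series.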
B2AR arrestin: recruits beta-arrestin to the human beta2-adrenergic receptor | P07550 | beta-arrestin recruitment to beta2AR, cell-based reporter | Potency, µM (series often up to 46.1 µM), for the others: at the top dose activation, usual class: activators | actives 0.02% (n = 330,000) | AID 492947;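 also: potency is read from the fitted curve at half-maximal effect; 0% = DMSO controls and full agonism = EC100 isoproterenol or metaproterenol; nearly all actives have a fitted effect of over 65% in size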
Target sequence (P07550 whole entry, looked up): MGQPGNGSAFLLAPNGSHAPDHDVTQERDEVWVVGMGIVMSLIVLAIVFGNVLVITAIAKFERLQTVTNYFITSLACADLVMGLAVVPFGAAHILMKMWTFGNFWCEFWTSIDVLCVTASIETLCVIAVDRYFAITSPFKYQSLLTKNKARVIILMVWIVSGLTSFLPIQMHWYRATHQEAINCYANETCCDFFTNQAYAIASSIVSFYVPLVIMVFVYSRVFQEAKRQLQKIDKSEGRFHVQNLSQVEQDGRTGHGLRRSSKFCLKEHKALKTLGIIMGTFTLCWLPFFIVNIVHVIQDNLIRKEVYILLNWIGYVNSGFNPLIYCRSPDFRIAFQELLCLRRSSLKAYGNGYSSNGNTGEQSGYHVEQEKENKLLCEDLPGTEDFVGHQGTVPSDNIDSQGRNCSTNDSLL
uPA surface inh: cell surface uPA generation inhibition. actives 0.31% (n = 330,000). cell surface uPA generation assay, qHTS. Potency, µM (series often up to 38.3 µM), for the others: at the top dose activity change, negative = inhibition, actives largely listed as inhibitors. AID 540303; active = well fitted inhibition curve with a large enough effect; inconclusive = small, poorly fitted or top-dose-only effect; inactive = no such curve, though single readings can be large or run the other way; tested in mouse RAW 264.7 cells; also: potency is read from the fitted curve at half-maximal effect; % is scaled to controls: 0 for no effect and ±100 for the full control effect; nearly all actives have a fitted effect of over 55% in size
Chronic BCR inh: chronic active BCR signaling inhibition; ABC-DLBCL IkBa-CBG/CBR reporter, luminescence ratio, 4 h; Potency, µM (doses to about 46.1 µM), inactives show at the highest dose ratio change, negative = lower green/red ratio, hits mostly inhibitors; actives 0.05% (n = 340,000); AID 493014; active = well fitted inhibition curve with a large enough effect in the signal ratio, with a control signal flat, not every such curve was filed as active; inconclusive = small, poorly fitted or top-dose-only effect, or effect the other way, or a change in a side signal; the % refers to the signal ratio;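 also: potency is read from the fitted curve at half-maximal effect; plate controls were basal doxycycline-induced cells for no effect and cells given 10 µM MG132 for full effect; MG132 reads +100%, hits lower the ratio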
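Cell line TMD8 (human ABC DLBCL), stably expressing tet-inducible CBG68-IkBa fusion and CBR; IMDM/0.5% FBS; cpd up to 46 uM; dox induction, 4 h, 37C/5% CO2; dual luminescence; green/red ratio; MG132 control.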
Tb PFK inh: T. brucei PFK enzyme inhibition. Potency, µM (series often up to 57.5 µM), for inactives: at the highest dose activity, negative = inhibition, actives largely listed as inhibitors. actives 0.17% (n = 330,000). T. brucei PFK, ADP-Glo luminescence;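 also: potency is read from the fitted curve at half-maximal effect; 0% = uninhibited 1x PFK enzyme wells and -100% = no-enzyme wells; nearly all actives have a fitted effect of over 60% in size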
Target sequence (O15648 whole entry, looked up): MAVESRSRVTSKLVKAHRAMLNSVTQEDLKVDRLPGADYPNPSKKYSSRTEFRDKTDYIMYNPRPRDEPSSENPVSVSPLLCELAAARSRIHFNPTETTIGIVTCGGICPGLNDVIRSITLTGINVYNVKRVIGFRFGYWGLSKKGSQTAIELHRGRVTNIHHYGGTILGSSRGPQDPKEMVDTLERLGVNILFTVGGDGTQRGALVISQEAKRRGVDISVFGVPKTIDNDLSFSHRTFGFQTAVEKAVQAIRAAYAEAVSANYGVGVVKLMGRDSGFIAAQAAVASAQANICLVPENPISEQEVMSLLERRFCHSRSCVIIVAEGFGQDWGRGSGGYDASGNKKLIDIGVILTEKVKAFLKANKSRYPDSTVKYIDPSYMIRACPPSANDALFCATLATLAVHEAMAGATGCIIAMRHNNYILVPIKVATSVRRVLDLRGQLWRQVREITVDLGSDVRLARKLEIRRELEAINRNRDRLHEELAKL
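PFK 1.25 nM, F6P 0.5 mM, ATP 0.1 mM, 0.1 M TEA pH 8.0, 5 mM MgCl2, 0.01% Tween20, 0.1% BSA; 45 min RT. ADP-Glo readout. qHTS titration up to 57 uM; curves fitted, compounds curve-classed.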
Eya2 inh: inhibitors of human Eya2 phosphatase activity; actives 0.006% (n = 330,000); recombinant Eya2, OMFP fluorescence dephosphorylation (OMFP is methylfluorescein phosphate); Potency, µM (top dose mostly 76.9 µM), without a hit: at the highest dose activity, negative = inhibition, most hits filed as inhibitors; O00167; AID 488837; also: potency is read from the fitted curve at half-maximal effect; % is scaled to controls: 0 for no effect and ±100 for the full control effect
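Eya2 protein (added as 0.2 uM solution) was preincubated with compound for 10 min at ambient temperature in 50 mM HEPES pH 7.5, 50 mM NaCl, 5 uM MgCl2, 0.05% BSA, 1 mM DTT. OMFP (added at 50 uM) then reacted 10 min; fluorescence read at 485/525 nm.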
ELG1 repair inh: inhibitors of ELG1-dependent DNA repair in HEK293T cells | actives 2.3% (n = 330,000) | Potency, µM (doses to about 46.1 µM), for inactives: top-dose activity change, negative = inhibition, most hits filed as inhibitors | HEK293T ELG1-luciferase reporter, luminescence, 16 h; DNA damage induced by 5-fluorouridine; also: potency is read from the fitted curve at half-maximal effect; % is scaled to controls: 0 for no effect and ±100 for the full control effect; nearly all actives have a fitted effect of over 55% in size
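In this reporter screen, reduction of luminescence relative to DMSO vehicle indicated activity. Compounds and 5-fluorouridine were added together to 2,000 cells per well, incubated for 16 hr at 37 °C, then developed with ONE-Glo.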
TSHR antagonist: blocks TSH signaling through the human TSH receptor | P16473 | TSHR-expressing cells, TSH-stimulated cAMP HTRF, 2 h; hits give low values | activity change, negative = inhibition, % at 11.5 µM | actives 0.2% (n = 330,000) | AID 504810;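 active = activity change below a set negative limit, meaning inhibition stronger than a set level, cut at about -70% in these data; inconclusive = activity change between two set negative limits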; also: % is scaled to controls: 0 for no effect and ±100 for the full control effect
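Freshly harvested TSHR cells receive pin-tooled compound, then EC80 TSH at 4nM final. After 2 hours at 37 deg C, antibody in lysis buffer and cAMP-d2 are added; 30 minutes at ambient temperature precede the HTRF read.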
Mito fusion act: blocks mitochondrial division or promotes mitochondrial fusion. S. cerevisiae fusion-defective mutant growth rescue, CellTiterGlo 48 h. Potency, µM (highest dose often 46.1 µM), for inactives: at the highest dose growth rescue (activation), most hits filed as activators. actives 0.23% (n = 320,000). AID 485298;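 also: potency is read from the fitted curve at half-maximal effect; % of control where 0% means no effect; nearly all actives have a fitted effect of over 45% in size; temperature-sensitive fusion mutants such as fzo1-1 at 37 °C on non-fermentable ethanol glycerol medium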
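Growth-rescue viability read-out: after 48 h at the non-permissive 37C in glycerol/ethanol YPEG, yeast mitochondrial fusion mutants are measured by CellTiterGlo luminescence; compounds (23 nl pinned per well) restoring growth score as division inhibitors or fusion activators.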
TCR activator: T cell receptor activation | Potency, µM (series often up to 9.22 µM), without a hit: top-dose activation of IL-2 secretion, hits mostly activators | 330,000 tested, under 10 active | primary human leukocytes, anti-CD3, IL-2 HTRF, 48 h | AID 504894; also: % of control where 0% means no effect
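Using a-CD3 beads without co-stimulation, primary human leukocytes were exposed to compounds for 48 hr. An HTRF IL-2 kit measured the cytokine, with europium-to-d2 energy transfer producing emission at 665nm upon 320nm excitation.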
USP2a block: inhibitors of human ubiquitin-specific protease USP2a; actives 0.01% (n = 330,000); Potency, µM (highest dose often 38.3 µM), for the others: at the top dose activity change, negative = inhibition, hits mostly inhibitors; AID 463254; USP2 core, Ub-CHOP2 coupled fluorogenic reporter, 485/531; O75604;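 also: potency is read from the fitted curve at half-maximal effect; plate controls were DMSO wells for no effect and full inhibition by NEM control for full effect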
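USP2 core (10nM final) preincubated 30min RT with compound in 20mM Tris-HCl pH 8.0, 2mM CaCl2, 2mM beta-mercaptoethanol, 0.05% CHAPS; 25nM Ub-CHOP2 plus 25nM reporter substrate added, fluorescence (Ex485/Em531) read after 60min.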
* marks the source's active call; other numbers are inactive results; [ ] = dose if it differs, or a comment. Unless noted, calls follow the shape of the dose curve; as a rule, active = well fitted curve in the direction sought with a large enough effect; inconclusive = small, poorly fitted or top-dose-only effect, or another doubt; inactive = no such curve, though single readings can be large; an effect the other way counts as inactive or inconclusive.

Screening O=C(NCc1nnc(SC/C=C/c2ccccc2)o1)c1ccco1 returned PTAP TSG101 blk -4%, B2AR arrestin -0.2%, uPA surface inh -3%, Chronic BCR inh 13%, Tb PFK inh -12%, Eya2 inh 8%, ELG1 repair inh -15%, TSHR antagonist 15, Mito fusion act 0%, TCR activator 7% and USP2a block 5%.
For COCCn1c(=NC(=O)CSCC(=O)Nc2cc(C)on2)sc2cc(C(=O)OC)ccc21 the results were PTAP TSG101 blk -7%, B2AR arrestin -0.4%, uPA surface inh -3%, Chronic BCR inh inconclusive, Tb PFK inh 0%, Eya2 inh 8%, ELG1 repair inh inconclusive, TSHR antagonist 4, Mito fusion act -3%, TCR activator 2% and USP2a block 2%.
`O=C(CSc1nnc2n(C3CCCCC3)c(=O)c3ccccc3n12)OC1CCCCC1` gave PTAP TSG101 blk -4%, B2AR arrestin -1.0%, uPA surface inh 12%, Chronic BCR inh 1%, Tb PFK inh -2%, Eya2 inh 12%[15.4 µM], ELG1 repair inh -1%, TSHR antagonist -3, Mito fusion act 6% and USP2a block 4%.
COC(=O)c1cccc(S(=O)(=O)N2CCCCC2)c1 was read as PTAP TSG101 blk -5%, B2AR arrestin -0.4%, Chronic BCR inh 0%, Tb PFK inh 0%, Eya2 inh 0%, ELG1 repair inh 3%, TSHR antagonist -1, Mito fusion act 4% and USP2a block 4%.
For COc1ccc(NC(=O)CSc2nccn2-c2ccccc2)c(OC)c1 the results were PTAP TSG101 blk -2%, B2AR arrestin -0.2%, uPA surface inh 5%, Chronic BCR inh -9%, Tb PFK inh 3%, Eya2 inh 7%, ELG1 repair inh -19%, TSHR antagonist -8, Mito fusion act 9%, TCR activator 0% and USP2a block 6%.
Nc1nonc1-n1nnc(C(=O)N/N=C/c2ccncc2)c1-c1cccs1 was read as PTAP TSG101 blk -4%, B2AR arrestin 0.0%, uPA surface inh 7%, Chronic BCR inh -1%, Tb PFK inh -2%, Eya2 inh -3%, ELG1 repair inh -14%, TSHR antagonist -10, Mito fusion act 2%, TCR activator 0% and USP2a block 2%.
For Cc1ccc(S(=O)(=O)N(C)CC(=O)OCC(=O)N2CCN(c3ccccc3)CC2)cc1 the results were PTAP TSG101 blk 1%, B2AR arrestin -0.8%, uPA surface inh 14%, Chronic BCR inh 3%, Tb PFK inh 0%, Eya2 inh 0%, ELG1 repair inh 17%, TSHR antagonist -4, Mito fusion act 0%, TCR activator -2% and USP2a block 1%.
COc1ccc(S(=O)(=O)N2CCN(C(=O)c3cccnc3)CC2)cc1OC was read as PTAP TSG101 blk -1%, B2AR arrestin 0.5%, uPA surface inh 2%, Chronic BCR inh -5%, Tb PFK inh 0%, Eya2 inh 3%, ELG1 repair inh -4%, TSHR antagonist -1, Mito fusion act -1%, TCR activator 3% and USP2a block 6%.
For Cn1c(=O)[nH]c(=O)c2c1nc(N1CCCC1)n2CCCSc1nnnn1-c1ccccc1 the results were PTAP TSG101 blk -1%, B2AR arrestin -0.8%, uPA surface inh 0%, Chronic BCR inh -6%, Tb PFK inh 0%, Eya2 inh 8%, ELG1 repair inh inconclusive, TSHR antagonist -2, Mito fusion act -6%, TCR activator -1%[46.1 µM] and USP2a block 1%.
For COc1ccc(S(=O)(=O)N2CCCCC2)cc1NC(=O)c1ccco1 the results were PTAP TSG101 blk -2%, B2AR arrestin 0.4%, uPA surface inh -3%, Chronic BCR inh 2%, Tb PFK inh 3%, Eya2 inh 10%, ELG1 repair inh 1%, TSHR antagonist 7, Mito fusion act 3%, TCR activator -4% and USP2a block 1%.
For COc1ccccc1C(=O)NCC(=O)NNC(=O)c1cccs1 the results were PTAP TSG101 blk -3%, B2AR arrestin 0.0%, uPA surface inh 9%, Chronic BCR inh inconclusive, Tb PFK inh -1%, Eya2 inh -2%, ELG1 repair inh inconclusive, TCR activator -1% and USP2a block -4%.
For CCN(CC)CCNC(=O)C1CCN(S(=O)(=O)c2c(C)noc2/C=C/c2ccccc2F)CC1 the results were PTAP TSG101 blk -1%, B2AR arrestin 0.2%, uPA surface inh inconclusive, Chronic BCR inh 0%, Tb PFK inh 2%, Eya2 inh 3%, ELG1 repair inh inconclusive, TSHR antagonist -5, Mito fusion act -6%, TCR activator 1% and USP2a block 1%.
CS(=O)(=O)N1CCN(c2nc3ccccc3s2)CC1 was read as PTAP TSG101 blk -3%, B2AR arrestin 0.0%, uPA surface inh 2%, Chronic BCR inh inconclusive, Tb PFK inh 2%, Eya2 inh -8%, ELG1 repair inh inconclusive, TSHR antagonist 16, Mito fusion act 0% and USP2a block 1%.
CC1CCCCN1C(C(=O)O)c1ccccc1 (configuration not stated) was read as PTAP TSG101 blk -8%, B2AR arrestin -0.4%, uPA surface inh 3%, Chronic BCR inh 19%, Tb PFK inh -4%, Eya2 inh -11%, ELG1 repair inh 13%, TSHR antagonist -2, Mito fusion act -1%, TCR activator -2% and USP2a block 0%.
COc1ccc(CC(=O)NCc2ccccc2)cc1OC was read as PTAP TSG101 blk 0%, B2AR arrestin -0.1%, uPA surface inh -4%, Chronic BCR inh 8%, Tb PFK inh 0%, Eya2 inh -2%, ELG1 repair inh -2%, TSHR antagonist 0, Mito fusion act -2%, TCR activator -1% and USP2a block -2%.
For O=C(COc1cccc2c1CCNC2=O)Nc1ccc(F)cc1 the results were PTAP TSG101 blk -2%, B2AR arrestin -0.2%, uPA surface inh 13%, Chronic BCR inh inconclusive, Tb PFK inh -15%, Eya2 inh 16%, ELG1 repair inh inconclusive, TSHR antagonist 9, Mito fusion act -1%, TCR activator 4% and USP2a block 2%.
For COc1ccc(-c2nnc(-c3cc4c(ccc5ccccc54)oc3=O)o2)cc1 the results were PTAP TSG101 blk -10%, B2AR arrestin -0.3%, uPA surface inh 3%, Chronic BCR inh -9%, Tb PFK inh -6%, Eya2 inh 7%, ELG1 repair inh -4%, TSHR antagonist 10, Mito fusion act 2%, TCR activator -2% and USP2a block 4%.
Screening Cc1ccccc1N1C(=O)C(Cl)=C(N2CCOCC2)C1=O returned PTAP TSG101 blk -2%, B2AR arrestin 0.1%, uPA surface inh -6%, Chronic BCR inh 0%, Tb PFK inh -3%, Eya2 inh 1%, ELG1 repair inh -1%, TSHR antagonist 22, Mito fusion act -3%, TCR activator 1% and USP2a block 0%.
`CCN1CCCC1CN(Cc1cc2c(C)cc(C)cc2[nH]c1=O)C(=O)NC1CCCCC1` (configuration not stated) gave PTAP TSG101 blk -4%, B2AR arrestin 0.0%, uPA surface inh -4%, Chronic BCR inh -3%, Tb PFK inh -9%, Eya2 inh -11%, ELG1 repair inh 0%, TSHR antagonist 1, Mito fusion act -2%, TCR activator -17% and USP2a block -1%.
Cc1ccc(S(=O)(=O)CCC(=O)Nc2ccc3nc(C)sc3c2)cc1 was read as PTAP TSG101 blk 0%, B2AR arrestin 0.0%, uPA surface inh 6%, Chronic BCR inh 2%, Tb PFK inh 0%, Eya2 inh 7%, ELG1 repair inh -1%, TSHR antagonist 4, Mito fusion act -2%, TCR activator inconclusive and USP2a block 1%.
For CC(C)c1onc(C(=O)N2CCOCC2)c1[N+](=O)[O-] the results were PTAP TSG101 blk -6%, B2AR arrestin -0.1%, uPA surface inh 2%, Chronic BCR inh -19%, Tb PFK inh 2%, Eya2 inh -10%, ELG1 repair inh 20%, TSHR antagonist 9, Mito fusion act 21%, TCR activator -4% and USP2a block -7%.
Screening COc1cc(C(=O)OCc2ccc([N+](=O)[O-])cc2)cc(OC)c1OC returned PTAP TSG101 blk 1%, B2AR arrestin 0.0%, uPA surface inh 3%, Chronic BCR inh -4%, Tb PFK inh 1%, Eya2 inh -3%, ELG1 repair inh inconclusive, TSHR antagonist -7, Mito fusion act -2%, TCR activator 2% and USP2a block -2%.
Cc1cc(C)nc(SSc2nc(C)cc(C)n2)n1 was read as PTAP TSG101 blk 1%, B2AR arrestin inconclusive, uPA surface inh 3%, Chronic BCR inh inconclusive, Tb PFK inh inconclusive, Eya2 inh -10%, ELG1 repair inh -4%, TSHR antagonist -11, Mito fusion act -13%, TCR activator 5% and USP2a block -1%.
Screening Cc1cc(CNC(=O)c2cc(-c3ccccc3)nc3ccccc23)nn1C returned PTAP TSG101 blk -1%, B2AR arrestin -0.1%, uPA surface inh -1%, Chronic BCR inh 9%, Tb PFK inh -25%, Eya2 inh 5%, ELG1 repair inh inconclusive, TSHR antagonist 9, Mito fusion act -2%, TCR activator 3% and USP2a block 4%.

Screening results deposited in PubChem by National Center for Advancing Translational Sciences (NCATS).
